Source: PubChem (National Center for Advancing Translational Sciences (NCATS))
KB-V1 cytotox – qHTS assay for MDR1-selective chemotherapeutics: Primary screen using the drug-selected MDR subline cells KB-V1. KB-V1 MDR cells viability, CellTiter-Glo, 72 h. Potency, µM (doses to about 46.1 µM), without a hit: at the top dose activity change, negative = cytotoxicity, hits mostly cytotoxic. actives 3.4% (n = 400,000). AID 1347076, 2019; further: on the % scale 0 is the no-effect control and ±100 the full control effect; nearly all actives have a fitted effect of over 60% in size
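Cytotoxicity via CellTiter-Glo luminescence after 72 h compound exposure at 37 degrees C. Cells: drug-selected KB-V1 line, DMEM phenol-red free plus 10% FBS. Compounds tested at multiple concentrations; normalized data fitted to concentration-effect curves.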
GLP-1R agonist – qHTS of GLP-1 Receptor Agonists. Glucagon-like peptide 1 receptor (Homo sapiens), P43220. HEK293 GLP-1R CRE-luciferase, luminescence, 4-6 h; cells express a hypersensitive GLP-1R form. Potency, µM (doses to about 45.6 µM), inactives show at the top dose activation, actives largely listed as activators. actives 0.007% (n = 380,000). AID 624172, 2012; further: % of control where 0% means no effect
Target sequence (P43220 whole entry, looked up): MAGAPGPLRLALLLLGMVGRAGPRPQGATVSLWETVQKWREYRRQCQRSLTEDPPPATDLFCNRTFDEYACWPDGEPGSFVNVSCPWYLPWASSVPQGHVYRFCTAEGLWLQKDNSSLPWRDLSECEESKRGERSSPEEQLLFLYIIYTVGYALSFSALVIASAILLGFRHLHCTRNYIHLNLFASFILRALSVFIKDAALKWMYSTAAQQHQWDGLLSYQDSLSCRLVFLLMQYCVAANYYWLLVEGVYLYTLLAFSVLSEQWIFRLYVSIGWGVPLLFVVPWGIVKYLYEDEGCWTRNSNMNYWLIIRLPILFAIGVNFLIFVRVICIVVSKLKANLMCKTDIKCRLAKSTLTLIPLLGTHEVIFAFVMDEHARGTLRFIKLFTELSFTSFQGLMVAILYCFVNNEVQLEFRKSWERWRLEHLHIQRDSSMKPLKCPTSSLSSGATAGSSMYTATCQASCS
HT1080 IDH1KD tx – qHTS for induction of synthetic lethality in tumor cells producing 2HG: qHTS for the HT-1080-IDH1KD cell line; HT-1080 IDH1 knockdown viability, ATP luminescence, 48 h; Potency, µM (doses to about 46.1 µM), inactives show top-dose activity, negative = toxicity, most hits filed as cytotoxic; actives 2% (n = 360,000);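 further: 0% = DMSO wells and -100% = cell-free medium wells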
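Luminescent ATP read-out (CellTiter-Glo, 10 min at room temperature) after 48 h compound exposure at 37 °C gave viability of IDH1-knockdown HT-1080 cells. Activity was normalised to DMSO and cell-free wells, then fitted as concentration-response curves.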
KB-3-1 cytotox – qHTS assay for MDR1-selective chemotherapeutics: Primary screen using the parental adenocarcinoma cell KB-3-1; Potency, µM (top dose mostly 46.1 µM), for the others: top-dose activity change, negative = cytotoxic, usual class: cytotoxic; KB-3-1 viability, CellTiter-Glo ATP luminescence, 72 h; actives 1.4% (n = 400,000); further: on the % scale 0 is the no-effect control and ±100 the full control effect; nearly all actives have a fitted effect of over 60% in size
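Parental KB-3-1 viability, qHTS format: 72 h compound exposure, 37 °C; CellTiter-Glo; media-only wells and DMSO plates as controls; concentration-effect fits on corrected data.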
HT1080NT lethal – qHTS for induction of synthetic lethality in tumor cells producing 2HG: qHTS for the HT-1080-NT fibrosarcoma cell line; AID 686970, 2013; Potency, µM (titrated, usually from 46.1 µM), for inactives: at the top dose activity, negative = less viability, usual class: cytotoxic; HT-1080-NT fibrosarcoma viability, CellTiter-Glo ATP luminescence, 48 h; actives 1.6% (n = 360,000);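 further: NT is the 2HG producing partner of a matched IDH1 knockdown line; 0% = DMSO-treated cells and -100% = media-only wells without cells; nearly all actives have a fitted effect of over 55% in size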
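HT-1080-NT; 750 cells/well; 5% FBS RPMI; 48 h compound, 37 degrees C; CellTiter-Glo luminescence; curve fitting and curve-class assignment.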
GLP1R inv ag – qHTS of GLP-1 Receptor Inverse Agonists (Inhibition Mode). Potency, µM (doses to about 38.3 µM), inactives show at the top dose activity change, negative = inhibition, actives largely listed as inhibitors. Glucagon-like peptide 1 receptor (Homo sapiens), P43220. actives 1.6% (n = 410,000). HEK293 GLP-1R CRE-luciferase, luminescence, 24 h; GLP-1R form is constitutively active. AID 624417, 2012; further: on the % scale 0 is the no-effect control and ±100 the full control effect; nearly all actives have a fitted effect of over 55% in size
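Readout was luciferase luminescence, measured 12 min after detection reagent at room temperature. Beforehand, GLP-1R reporter HEK293 cells had sat 12 h, then received compounds for 24 hr at 37 deg C.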
SW480 rerep – A quantitative high throughput screen for small molecules that induce DNA re-replication in SW480 colon adenocarcinoma cells; SW480 DNA re-replication, Hoechst DNA content imaging, 48 h; Potency, µM (series often up to 46.1 µM), without a hit: at the top dose re-replication activation, usual class: activators; actives 1.8% (n = 340,000); AID 624297, 2012; further: % of control where 0% means no effect; nearly all actives have a fitted effect of over 55% in size
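250 cells/well; 23 nL cpd via pin tool; 48 hr, 37 C, 5% CO2; Hoechst 40 min; imager read of total nuclear intensity, ex 405/em 500-530 nm.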
HEK293 tox – qHTS of GLP-1 Receptor Inverse Agonists: Cytotox Screen; Potency, µM (titrated, usually from 38.3 µM), without a hit: top-dose activity change, negative = inhibition, hits mostly inhibitors; HEK293 cAMP-luciferase reporter cells, luminescence, 24 h; actives 0.13% (n = 410,000);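 further: loss of luciferase light is scored as toxicity; on the % scale 0 is the no-effect control and ±100 the full control effect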
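Luminescence readout: signal drop marks cytotoxicity. Plated cells grew 12 h at 37 °C, 5% CO2, received 23 nL compound for 24 h, then got luciferase reagent, read after 12 min at RT.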
TDP43 rescue – qHTS of TDP-43 Inhibitors; TDP-43 expressing yeast growth rescue, BacTiter-Glo, 24 h; AID 652104, 2013; actives 1.8% (n = 410,000); Potency, µM (top dose mostly 46.1 µM), without a hit: at the top dose growth rescue (activation), most hits filed as activators; further: % of control where 0% means no effect; nearly all actives have a fitted effect of over 50% in size
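Readout is BacTiter-Glo luminescence of cell growth, so inhibitors register as activators. TDP-43-expressing yeast at OD600=0.02 in galactose medium, after raffinose pregrowth to mid-log, were incubated with compound for 24 hr at 30 deg C.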
Active calls of the source: *; & = joins results of further samples; [ ] = another dose, or the depositor's remark. The call rests on the fitted dose curve; in most records, active means well fitted curve in the direction sought with a large enough effect; inconclusive means small, poorly fitted or top-dose-only effect, or another doubt; inactive means no such curve, though single readings can be large; an effect the other way counts as inactive or inconclusive. Potency means the concentration at half of the fitted maximal effect.

`CCS(=O)(=O)N1CCN(CC2CC3C=CC2C3)CC1` (configuration not stated) gave KB-V1 cytotox -15.3%, GLP-1R agonist 1.7%, HT1080 IDH1KD tx 8.3%, KB-3-1 cytotox -3.1%, HT1080NT lethal 17.0%, GLP1R inv ag -2.2%, SW480 rerep -3.2%, HEK293 tox 4.8% and TDP43 rescue 9.3%.
CCOC(=O)C1=C(O)/C(=C/c2ccc(CNC(=O)C(=O)Nc3ccc(C)cc3)o2)N=C1C was read as KB-V1 cytotox inconclusive, GLP-1R agonist -18.4%, HT1080 IDH1KD tx 9.7%, KB-3-1 cytotox -14.9%, HT1080NT lethal 11.0%, GLP1R inv ag 5.0%, SW480 rerep -3.3%, HEK293 tox 8.0% and TDP43 rescue 7.3%.
Screening CC(C)(Oc1ccc(Cl)cc1)C(=O)OCC(=O)N1CCCC1 returned KB-V1 cytotox 25.8%, GLP-1R agonist -12.2%, HT1080 IDH1KD tx 9.1%, KB-3-1 cytotox -1.9%, HT1080NT lethal 5.3%, GLP1R inv ag 1.4%, SW480 rerep -4.3%, HEK293 tox -2.4% and TDP43 rescue -14.2%.
`CCn1c(SCC(=O)Nc2ccc3c(c2)OCCO3)nnc1-c1c[nH]c2ccccc12` gave KB-V1 cytotox 13.9%, GLP-1R agonist 12.0%, HT1080 IDH1KD tx -2.0%, KB-3-1 cytotox 0.6%, HT1080NT lethal 6.3%, GLP1R inv ag -27.9%, SW480 rerep 6.4%, HEK293 tox -11.6% and TDP43 rescue 17.4%.
Screening CCOc1ccc(NC(=O)C2CCC(CNc3c(N4CCOCC4)c(=O)c3=O)CC2)cc1 (configuration not stated) returned KB-V1 cytotox 3.1%, GLP-1R agonist -3.3%, HT1080 IDH1KD tx -2.1%, KB-3-1 cytotox -3.8%, HT1080NT lethal -3.0%, GLP1R inv ag 11.3%, SW480 rerep -3.3%, HEK293 tox 1.8% and TDP43 rescue 21.1%.
COC(=O)CSc1nc(NC(C)C)nc(N2CCOCC2)n1 was read as KB-V1 cytotox 0.0%, GLP-1R agonist 22.0%, HT1080 IDH1KD tx 1.8%, KB-3-1 cytotox 13.3%, HT1080NT lethal 14.6%, GLP1R inv ag 7.9%, SW480 rerep -4.5%, HEK293 tox 20.7% and TDP43 rescue 4.4%.
Screening CC(C)C(NC(=O)C1CCC(C(C)(C)C)CC1)C(=O)NCCc1ccc(S(N)(=O)=O)cc1 (configuration not stated) returned KB-V1 cytotox -19.2%, GLP-1R agonist 3.6%, HT1080 IDH1KD tx 1.7%, KB-3-1 cytotox -2.6%, HT1080NT lethal -13.9%, GLP1R inv ag 3.7%, SW480 rerep -14.9%, HEK293 tox -1.3% and TDP43 rescue 6.8%.
For Cc1cccc(-n2nnc(C(=O)NCc3ccccc3)c2N)c1 the results were KB-V1 cytotox -18.1%, GLP-1R agonist 2.1%, HT1080 IDH1KD tx -9.2%, KB-3-1 cytotox 8.0%, HT1080NT lethal 3.9%, GLP1R inv ag -16.8%, SW480 rerep -5.5%, HEK293 tox -2.2% and TDP43 rescue 24.7%.
For Cc1ccc2c(c1)c1c(n2CC(O)CN2CCCCCC2)CCCC1 (configuration not stated) the results were KB-V1 cytotox -20.5%, GLP-1R agonist 3.5%, HT1080 IDH1KD tx inconclusive, KB-3-1 cytotox -6.3%, HT1080NT lethal inconclusive, GLP1R inv ag inconclusive, SW480 rerep inconclusive, HEK293 tox inconclusive and TDP43 rescue -8.3%.
Cc1cccc(C)c1NC(=O)c1sc(N)nc1-c1ccccc1 was read as KB-V1 cytotox -6.1%, GLP-1R agonist -7.3%, HT1080 IDH1KD tx 1.2%, KB-3-1 cytotox -2.3%, HT1080NT lethal 3.4%, GLP1R inv ag 22.7%, SW480 rerep -54.6%[inhibitor], HEK293 tox 2.9% and TDP43 rescue -5.3%.
For COc1ccc(CCC(=O)NCc2cn3ccc(C)cc3n2)cc1 the results were KB-V1 cytotox inconclusive, GLP-1R agonist -0.6%, HT1080 IDH1KD tx 3.0%, KB-3-1 cytotox 0.0%, HT1080NT lethal 7.9%, GLP1R inv ag 1.7%, SW480 rerep 1.9%, HEK293 tox 1.6% and TDP43 rescue -4.6%.
For CC1=CCC2C(=O)N(Cc3ccccc3)C(=O)C2C1 (configuration not stated) the results were KB-V1 cytotox -2.4%, GLP-1R agonist 8.6%, HT1080 IDH1KD tx 8.5%, KB-3-1 cytotox 1.1%, HT1080NT lethal 8.2%, GLP1R inv ag -18.3%, SW480 rerep -2.5%[9.22 µM], HEK293 tox 6.9% and TDP43 rescue 7.8%.
`O=C(COC(=O)C1CCN(c2ccc(C(F)(F)F)cn2)CC1)c1ccc(Cl)cc1` gave KB-V1 cytotox 2.9%, GLP-1R agonist -12.8%, HT1080 IDH1KD tx 6.8%, KB-3-1 cytotox -3.4%, HT1080NT lethal 3.2%, GLP1R inv ag inconclusive, SW480 rerep -3.7%, HEK293 tox -7.3% and TDP43 rescue 0.0%.
`COc1ccc(C2NC(=O)N(C)C3=C2C(=O)N(c2ccc(Br)cc2)C3)cc1` (configuration not stated) gave KB-V1 cytotox -2.3%, KB-3-1 cytotox 7.9%, GLP1R inv ag -15.1%, HEK293 tox -0.2% and TDP43 rescue 11.2%.
For CCOC(=O)N1CCC(NC(=O)c2ccc(CS(=O)c3cccc(Cl)c3)o2)CC1 (configuration not stated) the results were KB-V1 cytotox -11.5%, GLP-1R agonist 1.0%, HT1080 IDH1KD tx 1.2%, KB-3-1 cytotox -7.8%, HT1080NT lethal 0.3%, GLP1R inv ag 20.6%, SW480 rerep -22.8%, HEK293 tox 3.7% and TDP43 rescue -6.9%.
COCCNC(=O)CCSc1nc(-c2ccc(OC)cc2)cc(C(F)(F)F)n1 was read as KB-V1 cytotox -2.9%&-25.5%, GLP-1R agonist 0.8%&8.6%, HT1080 IDH1KD tx 2.4%, KB-3-1 cytotox 1.7%&7.4%, HT1080NT lethal inconclusive, GLP1R inv ag inconclusive, SW480 rerep 3.2%, HEK293 tox 1.8%&-17.1% and TDP43 rescue 13.2%&-10.9%.
For COc1ccc(OC)c2sc(Cl)nc12 the results were KB-V1 cytotox 0.0%, GLP-1R agonist 22.9%, HT1080 IDH1KD tx 5.6%, KB-3-1 cytotox 13.5%, HT1080NT lethal 9.7%, GLP1R inv ag 128.5%[activator], SW480 rerep -6.4%, HEK293 tox 1.0% and TDP43 rescue inconclusive.
`O=C(Nc1sc2c(c1C(=O)NCc1ccco1)CCCC2)c1cc(=O)c2cc(Cl)ccc2o1` gave KB-V1 cytotox inconclusive, KB-3-1 cytotox 3.6%, GLP1R inv ag 7.2%, HEK293 tox 20.9% and TDP43 rescue 20.6%.
Cc1ccccc1/C=N/Nc1ncnc2nc[nH]c12 was read as KB-V1 cytotox -0.3%, GLP-1R agonist -8.4%, HT1080 IDH1KD tx -0.6%, KB-3-1 cytotox 0.0%, HT1080NT lethal -3.6%, GLP1R inv ag 41.2%[activator], SW480 rerep 18.4µM*, HEK293 tox 0.7% and TDP43 rescue -2.0%.
For Cc1cnc(NC(=O)Cc2ccc(S(=O)(=O)N3CCOCC3)s2)s1 the results were KB-V1 cytotox 23.1µM*, GLP-1R agonist 13.6%, HT1080 IDH1KD tx 19.1%, KB-3-1 cytotox 2.5%, HT1080NT lethal 9.7%, GLP1R inv ag 4.3%, SW480 rerep -5.0%, HEK293 tox -15.9% and TDP43 rescue 20.8%.
For Cc1cc2ncn(C(=O)c3c(-c4ccccc4Cl)noc3C)c2cc1C the results were KB-V1 cytotox 3.5%, GLP-1R agonist -13.9%, HT1080 IDH1KD tx -12.1%, KB-3-1 cytotox 16.4%, HT1080NT lethal -1.2%, GLP1R inv ag -0.5%, SW480 rerep 9.3%, HEK293 tox 7.6% and TDP43 rescue 8.6%.
Screening CC(C)(C)c1ccc(C(=O)N2CCC(C(=O)NCC3CCCO3)CC2)cc1 (configuration not stated) returned KB-V1 cytotox 9.4%, GLP-1R agonist 0.2%, HT1080 IDH1KD tx 4.2%, KB-3-1 cytotox 1.6%, HT1080NT lethal 1.7%, GLP1R inv ag 0.8%, SW480 rerep -1.9%, HEK293 tox -12.4% and TDP43 rescue 11.2%.
For Cc1cccc(-n2ccnc2SCC(=O)Nc2ccc3c(c2)OCCO3)c1 the results were KB-V1 cytotox -1.7%, GLP-1R agonist -3.6%, HT1080 IDH1KD tx 4.9%, KB-3-1 cytotox 0.9%, HT1080NT lethal 11.7%, GLP1R inv ag -3.7%, SW480 rerep 1.6%, HEK293 tox -3.0% and TDP43 rescue inconclusive.

3 compounds from above, ordered by number of heavy atoms, ascending:
For Cc1cnc(NC(=O)Cc2ccc(S(=O)(=O)N3CCOCC3)s2)s1 the results were KB-V1 cytotox 23.1µM*, GLP-1R agonist 13.6%, HT1080 IDH1KD tx 19.1%, KB-3-1 cytotox 2.5%, HT1080NT lethal 9.7%, GLP1R inv ag 4.3%, SW480 rerep -5.0%, HEK293 tox -15.9% and TDP43 rescue 20.8%.
For CCOC(=O)N1CCC(NC(=O)c2ccc(CS(=O)c3cccc(Cl)c3)o2)CC1 (configuration not stated) the results were KB-V1 cytotox -11.5%, GLP-1R agonist 1.0%, HT1080 IDH1KD tx 1.2%, KB-3-1 cytotox -7.8%, HT1080NT lethal 0.3%, GLP1R inv ag 20.6%, SW480 rerep -22.8%, HEK293 tox 3.7% and TDP43 rescue -6.9%.
Screening CC(C)C(NC(=O)C1CCC(C(C)(C)C)CC1)C(=O)NCCc1ccc(S(N)(=O)=O)cc1 (configuration not stated) returned KB-V1 cytotox -19.2%, GLP-1R agonist 3.6%, HT1080 IDH1KD tx 1.7%, KB-3-1 cytotox -2.6%, HT1080NT lethal -13.9%, GLP1R inv ag 3.7%, SW480 rerep -14.9%, HEK293 tox -1.3% and TDP43 rescue 6.8%.
